From PubChem BioAssay
Mm-Cpn inhibitor: Inhibitors of TCP-1 ring complex (TRiC) of Methanococcus maripaludis (MmCpn): qHTS; 0.031% of 330,000 active; Potency, µM (highest dose often 76.9 µM), for inactives: at the top dose activity, negative = inhibition, hits mostly inhibitors; purified Mm-Cpn ATPase, ADP Transcreener TR-FRET; further: potency means the concentration at half of the fitted maximal effect; on the % scale 0 is the no-effect control and ±100 the full control effect; nearly all actives have a fitted effect of over 80% in size
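ATP (10 uM final) was added to archaeal chaperonin (25 nM final) after 10 min exposure to test compound at 37°C; after 30 min further incubation, ADP was detected by competitive TR-FRET.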
HepG2 tox: qHTS for Inhibitors of TGF-b: Cytotox Counterscreen; HepG2 CAGA-GFP viability, ATP luminescence, 18 h; Potency, µM (doses to about 46.1 µM), for inactives: at the highest dose activity change, negative = cytotoxicity, actives largely listed as cytotoxic; 0.76% of 410,000 active; AID 588856, 2011; further: potency means the concentration at half of the fitted maximal effect; some results filed as inactive show a strong effect at the top dose
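CellTiter-Glo luminescence gave cytotoxicity after 18 hours at 37 degrees C. The cells were HepG2 CAGA-GFP in 1% FBS DMEM, stimulated with 500 pg/mL TGF-beta after compound addition. %Activity was normalised to no-cell wells (complete cell-killing) and DMSO (no toxicity), and curves were fitted and classified.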
Nrf2 activator: qHTS of Nrf2 Activators; 0.31% of 410,000 active; Potency, µM (top dose mostly 46.1 µM), for inactives: top-dose activation, hits mostly activators; AREc32 ARE-luciferase reporter (MCF7-derived line), luminescence, 24 h; further: potency means the concentration at half of the fitted maximal effect; % of control where 0% means no effect; nearly all actives have a fitted effect of over 65% in size
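Steps: seed AREc32_Fluc cells (1000/well, 5% FBS OPTI-MEM); incubate overnight at 37 deg C; add 23 nL compound; incubate 24 hr; add Steady-Glo; hold 30 min RT; read luminescence.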
CCT chaperon mod: High-Throughput Screening for Modulators of Cytosolic Chaperonin Activity; purified chaperonin ATPase assay, HTRF ADP detection, 30 min; activity change, % (test concentration not listed), hits read low; 0.3% of 360,000 active; AID 651819, 2012; in the data active means activity change below about -30%; further: on the % scale 0 is the no-effect control and ±100 the full control effect
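First, chaperonin was dispensed at 40 nM or 20 nM final depending on batch activity. Next, compounds were pinned at 76 uM and ATP added at 10 uM. After 30 min at 37 °C, ADP detection reagents ran 30 min at ambient temperature.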
Akt phos inh: HTS Assay for Inhibitors of Akt Phophorylation: Primary Screen; Neuro2A IGF-stimulated pAkt S473 HTRF, 20 min; stronger effect = lower value; activity change, % for hits at 50 µM; 0.32% of 360,000 active; AID 651550, 2012; in the data active means activity change below about -80%; inconclusive means mostly about -51% to -80%; further: on the % scale 0 is the no-effect control and ±100 the full control effect
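Neuro2A cells in DMEM with 0.5% FBS, overnight at 37 deg C, given compound at single 50 µM final, then IGF (6 nM final) for 20 min at 37 deg C. Lysed; phospho-Akt Ser473 by HTRF after 24 h, 665/615 ratio.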
Nrf2 inh: Nrf2 qHTS screen for inhibitors. A549 ARE-Fluc reporter, luciferase luminescence, 18-24 h. Potency, µM (series often up to 46 µM), for the others: at the top dose activity change, negative = inhibition, actives largely listed as inhibitors. 2.1% of 360,000 active. AID 504444, 2011; further: potency means the concentration at half of the fitted maximal effect; on the % scale 0 is the no-effect control and ±100 the full control effect; nearly all actives have a fitted effect of over 60% in size
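A549 ARE_Fluc cells, 5000/well, 5% FBS OPTI-MEM; compounds in dose-response, 18-24 h at 37 °C/5% CO2; CellTiter-Fluor viability read (Ex 405/Em 525), then BugLite luciferase luminescence = Nrf2 activity.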
TGFb inhibitor: qHTS for Inhibitors of TGF-b; HepG2 CAGA-GFP TGF-b/SMAD3 reporter, GFP fluorescence, 18 h; TGF-beta stimulated, 500 pg/mL final; Potency, µM (top dose mostly 46.1 µM), without a hit: top-dose activity, negative = inhibition, actives largely listed as inhibitors; 1.2% of 410,000 active; AID 588855, 2011; further: potency means the concentration at half of the fitted maximal effect; on the % scale 0 is the no-effect control and ±100 the full control effect; nearly all actives have a fitted effect of over 65% in size
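First, reporter cells (HEPG2 CAGA-GFP) rested 2 h at 37 degrees C. Next, compounds were pinned in and TGF-beta added to 500 pg/mL final. After 18 h, GFP was imaged per cell and summed per well.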
A549 tox: Nrf2 qHTS screen for inhibitors: counterscreen for cytotoxicity; A549 ARE-Fluc cells, CellTiter-Fluor viability, 18-24 h; Potency, µM (highest dose often 46 µM), for the others: at the highest dose activity change, negative = cytotoxicity, actives largely listed as inhibitors; 0.16% of 390,000 active; AID 504648, 2011; further: potency means the concentration at half of the fitted maximal effect; on the % scale 0 is the no-effect control and ±100 the full control effect
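A549 ARE-Fluc cells in 5% FBS OPTI-MEM, 5000 cells/well, rested 2 h then exposed to compounds in concentration-response for 18-24 h at 37 °C. Viability by CellTiter-Fluor fluorescence (Ex 405/Em 525) after 30 min; luciferase luminescence (BugLite, 15 min, RT) read afterwards.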
S2 tox: Viability Counterscreen for Primary qHTS for Inhibitors of ATXN expression | S2 cells (HEK-293 line with an ATXN2-luciferase reporter) viability, CellTiter-Fluor protease fluorescence, 24 h | Potency, µM (highest dose often 56.7 µM), hits mostly cytotoxic | 0.49% of 400,000 active | AID 651635, 2014; further: potency means the concentration at half of the fitted maximal effect; nearly all actives have a fitted effect of over 40% in size
An asterisk follows results filed as active; i = inactive; ? = inconclusive; / = not tested or not shown; & = joins results of further samples; [ ] = remark or other dose. Unless noted, the call rests on the fitted dose curve; in most records, active means well fitted curve in the direction sought with a large enough effect; inconclusive means small, poorly fitted or top-dose-only effect, or another doubt; inactive means no such curve, though single readings can be large; an effect the other way counts as inactive or inconclusive.

SMILES	Mm-Cpn inhibitor	HepG2 tox	Nrf2 activator	CCT chaperon mod	Akt phos inh	Nrf2 inh	TGFb inhibitor	A549 tox	S2 tox
CN(C)CCNc1oc(/C=C/c2ccccc2)nc1C#N	-12%	-4%	-0.1%	-1.5	i	22%	0%	0%	i
CCc1cc2c(=O)[nH]c(CC(N)=O)nc2s1	1%	-6%	0.2%	-0.6	i	-3%	-2%	1%	i
CCOc1cc(C(=O)CSc2nnc(CNc3ccc(Cl)cc3)o2)ccc1NC(=O)CC	-9%	10µM*	1.7%	-0.3	i	?	?	-27%	20µM*
COc1ccc(Cc2noc(CN(C)Cc3ccc(-n4cccn4)cc3)n2)cc1OC	4%	-24%	3.1%	1.5	i	?	-26%	-14%	?
CCOC(=O)N1CCN(Cc2nc3cc(NC(=O)CC)ccc3n2C(C)C)CC1	/	-23%	-1.7%	/	/	9%	8.9µM*	?	/
CCOC(=O)c1cc(-c2ccc(OC)c(S(=O)(=O)Nc3ccc(OC)cc3OC)c2)on1	/	-52%	0.9%	/	/	?	?	11%	/
CSc1c(CC(=O)NCCCO)n(Cc2ccccc2)c2ccccc12	0%	-20%	0.5%	-2.2	i	?	-25%	13%	/
O=S(=O)(Cc1ccccc1Cl)c1ncn[nH]1	1%	-8%	0.7%	-1.2	i	3%	-9%	3%	i
CCN(c1ccc(NC(=O)CSc2ccc3c(c2)OCCO3)cc1)C(C)C	-2%	-5%	3.6%	-2.8	i	?	-19%	9%	i
O=C(NC1CCCCCC1)c1cccnc1Sc1ccc(Cl)cc1	1%	-2%	-0.2%	-1.2	i	4%	39%[activator]	7%	i
Cc1ccc(C)c(NC(=O)CN(C)C(=O)c2ccccc2OCc2ccccc2Cl)c1	0%	-38%	-0.3%	-1.8	i	0%	-8%	-15%	i
Cc1ccc(C(C(=O)NC2CCCCC2)N(CC2CCCO2)C(=O)CNC(=O)c2cccs2)cc1 (stereo unspecified)	1%	-2%	2.5%	-0.6	/	-10%	-10%	-23%	i
Cc1nn(C(=O)CCCn2cc([N+](=O)[O-])cn2)c(C)c1Cl	1%	6%	-0.1%	-0.6	i	17%	0%	1%	i
Cc1ccc(S(=O)(=O)N(C)C)cc1NC(=O)CN1C(=O)NC2(CCCc3ccccc32)C1=O (stereo unspecified)	0%	-24%	1.9%	-2.6	i	-17%	0%	-2%	?
COc1cccc(NC(=O)CSc2nnc(CNC(=O)c3ccccc3)n2C)c1	/	3%	-0.4%	1.1	/	/	-22%	-3%	i
CCCNC(=O)C(=O)Nc1ccc2c(c1)N(S(=O)(=O)c1cccs1)CCC2	-1%	-32%	0.5%	0.4	i	11%	0%	-7%	?
COCCn1c(C)cc(C(=O)CSc2ncn[nH]2)c1C	-1%	0%	-0.6%	0.0	i	22%	-9%	27%	i
Cc1ccc(C)c(NC(=S)N(CCN(C)C)C(C)c2ccccn2)c1 (stereo unspecified)	-4%	-18%	2.6%	-2.3	i	8%	0%	-6%	i
CC1CCc2c(sc(NC(=O)C3c4ccccc4Oc4ccccc43)c2C(=O)OC(C)C)C1 (stereo unspecified)	/	1%	3.0%	/	/	9%	12%	-4%	i
CCOc1ccc(NC(=O)COc2ccccc2C(=O)NCc2ccccc2)cc1	1%	-24%	0.0%	-0.3	i	?	-25%	-3%	i

In the list so far, these have an NH in an aromatic ring:
SMILES	Mm-Cpn inhibitor	HepG2 tox	Nrf2 activator	CCT chaperon mod	Akt phos inh	Nrf2 inh	TGFb inhibitor	A549 tox	S2 tox
CCc1cc2c(=O)[nH]c(CC(N)=O)nc2s1	1%	-6%	0.2%	-0.6	i	-3%	-2%	1%	i
O=S(=O)(Cc1ccccc1Cl)c1ncn[nH]1	1%	-8%	0.7%	-1.2	i	3%	-9%	3%	i
COCCn1c(C)cc(C(=O)CSc2ncn[nH]2)c1C	-1%	0%	-0.6%	0.0	i	22%	-9%	27%	i

Remaining list, next part:
SMILES	Mm-Cpn inhibitor	HepG2 tox	Nrf2 activator	CCT chaperon mod	Akt phos inh	Nrf2 inh	TGFb inhibitor	A549 tox	S2 tox
CCC(Sc1nc2ccccc2o1)C(=O)O (stereo unspecified)	-20%	-5%	-0.7%	0.1	i	2%	0%	0%	i
O=C(OCCN1CCCC1=O)c1cc(F)c(F)c(F)c1F	-2%	-14%	6.6%	-1.9	i	0%	-5%	2%	i
O=C(CCN1C(=O)/C(=C/c2cccs2)SC1=S)Nc1cccc(C(=O)O)c1	-1%	-4%	1.9%	-3.2	i	5%	6%	-14%	i
COc1ccc(-c2csc(-c3cc4ccccc4oc3=N)n2)cc1	0%	5%	0.1%	-0.4	i	9%	-1%	0%	/
O=C(COCc1cc(-c2ccc3c(c2)OCO3)on1)N1CCN(c2ccccc2)CC1	2%	-48%&-21%	1.9%&2.6%	-2.5	i	-12%&-14%	1%&-17%	4%&11%	i
CCOC(=O)c1cnc2cc(C(F)(F)F)ccc2c1N1CCN(c2cccc(Cl)c2)CC1	/	6%	0.1%	/	/	-1%	4%	7%	i
Cn1c(=O)c2c(-c3ccccc3)n3c4ccccc4nc(-c4ccccc4)c3c2n(C)c1=O	/	-2%	-0.8%	/	/	-14%	-3%	-5%	i
Cc1ccccc1N(C(=O)c1ccco1)C(C(=O)NC1CCCC1)c1cccnc1 (stereo unspecified)	0%	2%	-1.0%	-0.3	i	16%	0%	-3%	i
CCOc1cc(/C=N/NC(=O)C(N)=O)cc(Br)c1O	-6%	-7%	1.7%	-0.3	i	6%	0%	0%	i
CC1(C)CC(=O)C(C(O)c2cccc([N+](=O)[O-])c2)C(C)(C)N1 (stereo unspecified)	-3%	2%	3.9%	-0.7	i	7%	2%	0%	i
O=C(CN(C(=O)CCC(=O)Nc1ccccn1)c1ccc(F)cc1)NCCc1ccccc1	1%	0%	-0.1%	-1.6	i	?	5%	-2%	i
Cc1ccc(SCC(=O)NCCCc2ccccc2)cc1	2%	-8%	3.1%	2.3	i	-21%	-4%	10%	i
COc1cccc(NC(=O)CN(C)C(=O)c2ccc3c(c2)S(=O)(=O)N=C2CCCCCN23)c1	1%	1%	0.0%	-0.6	i	-4%	-18%	-2%	i
COc1cc2c(C(=O)NCCCN3CCN(c4cccc(Cl)c4)CC3)cn(C)c(=O)c2cc1OC	-2%	-2%	-0.1%	3.0	i	10%	0%	20%	i
Cc1ccc(S(=O)(=O)N=N/C=C2\C=CC=CN2O)cc1	/	-25%	-0.1%	-2.3	i	/	-7%	/	i
O=C1CC(Cc2ccc(Br)cc2)C(=O)N1c1ccccc1 (stereo unspecified)	1%	4%	-0.3%	-0.9	i	-26%	-26%	11%	i
CCc1nnc(NC(=O)CN2C(=O)CCC2=O)s1	0%	-12%	2.5%	-2.7	i	16%	-18%	6%	i
O=C1/C(=C/Nc2ccc3c(c2)OCO3)CCc2ccccc21	-6%	-68%	-0.9%	2.3	i	?	?	?	i
CCOc1ccc(S(=O)(=O)Nc2ccc(C(=O)NCC3(N4CCCCC4)CCCCC3)cc2)cc1	1%	-16%	0.4%	1.6	i	0%	?	-20%	i
CCC(C(=O)N/N=C/c1cccnc1)c1ccccc1 (stereo unspecified)	0%	0%	-0.6%	-2.7	i	12%	9%	-7%	i

3 neighbouring compounds out of the list so far, quoted:
SMILES	Mm-Cpn inhibitor	HepG2 tox	Nrf2 activator	CCT chaperon mod	Akt phos inh	Nrf2 inh	TGFb inhibitor	A549 tox	S2 tox
O=C1/C(=C/Nc2ccc3c(c2)OCO3)CCc2ccccc21	-6%	-68%	-0.9%	2.3	i	?	?	?	i
CCOc1ccc(S(=O)(=O)Nc2ccc(C(=O)NCC3(N4CCCCC4)CCCCC3)cc2)cc1	1%	-16%	0.4%	1.6	i	0%	?	-20%	i
CCC(C(=O)N/N=C/c1cccnc1)c1ccccc1 (stereo unspecified)	0%	0%	-0.6%	-2.7	i	12%	9%	-7%	i

More entries.
SMILES	Mm-Cpn inhibitor	HepG2 tox	Nrf2 activator	CCT chaperon mod	Akt phos inh	Nrf2 inh	TGFb inhibitor	A549 tox	S2 tox
C=COC(=O)NC1CCc2cc(OC)c(OC)c(OC)c2-c2ccc(SC)c(=O)cc21 (stereo unspecified)	/	-33%	3.3%	-3.7	i	3%	?	-5%	?
COC(=O)Oc1ccc(/C=N/NC(=O)CSCc2ccccc2Br)cc1OC	0%	-33%	2.2%	-1.5	i	?	2%	-12%	?
COc1ccc(S(=O)(=O)/N=C2/NC(=O)/C(=C/c3ccco3)S2)cc1	-1%	-26%	4.0%	-0.7	i	-23%	-5%	-9%	i
Cc1cccc(Nc2nnc(-c3ccc(C)c(S(=O)(=O)NCC4CCCO4)c3)c3ccccc23)c1 (stereo unspecified)	/	0%	6.5%	/	/	?	?	-11%	?
Cc1cccc(N(CC(=O)N2CCCCCC2)S(C)(=O)=O)c1C	1%	0%	0.1%	1.4	i	1%	-1%	3%	i
CCOC(=O)N1CCN(c2cc(C)c(C(C)=O)cc2F)CC1	-4%	-4%	0.4%	-5.4	/	?	-16%	-5%	i
O=C(NNC(=O)C(Cl)Cl)c1cnn(-c2ccccc2)c1C(F)(F)F	0%	-2%	4.0%	1.7	i	-22%	8%	4%	i
Cc1ccc(OCC(=O)N/N=C\c2cn(Cc3ccccc3)c3ccccc23)cc1C	2%	-7%	3.4%	1.8	i	-5%	11µM*	-5%	i
COc1ccccc1C(=O)Nc1ccc(Oc2nnc(-c3ccc(C)cc3)c3ccccc23)cc1	2%	3%	-0.3%	1.8	i	?	-5%	0%	i
